# CHRM4 agonist – agonists of human muscarinic M4 receptor (CHRM4); P08173; activation, % at 3 µM; 360,000 compounds, 0.14% hits; CHO-K1 hM4/Gqi5, Fluo-8 calcium fluorescence; vehicle 0%, full acetylcholine response 100%;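 active = activation above the run mean over all test wells plus 3 SD, cut at about 32% in these data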;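 also: peak over basal fluorescence ratio per well then scaled between controls; 0% = DMSO wells and 100% = acetylcholine at EC100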
# Target sequence (P08173 whole entry, looked up): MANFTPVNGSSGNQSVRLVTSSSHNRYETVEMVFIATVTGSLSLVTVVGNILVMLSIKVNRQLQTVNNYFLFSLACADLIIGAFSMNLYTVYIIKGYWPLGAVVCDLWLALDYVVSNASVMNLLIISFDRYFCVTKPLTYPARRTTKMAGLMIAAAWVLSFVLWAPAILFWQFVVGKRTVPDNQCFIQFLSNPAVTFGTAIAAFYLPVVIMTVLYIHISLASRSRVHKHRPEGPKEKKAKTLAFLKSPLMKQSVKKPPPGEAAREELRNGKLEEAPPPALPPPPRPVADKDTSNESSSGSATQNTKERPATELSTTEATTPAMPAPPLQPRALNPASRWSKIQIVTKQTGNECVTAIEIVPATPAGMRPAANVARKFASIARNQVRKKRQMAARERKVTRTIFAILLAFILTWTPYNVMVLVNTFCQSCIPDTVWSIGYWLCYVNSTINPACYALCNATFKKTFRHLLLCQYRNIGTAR
# CHO-K1 Ca ag – counter-screen for M1 agonists: effect in parental CHO-K1 cells | Fluo-8 calcium fluorescence; scaled to maximal ATP response, vehicle zero | activation, % at 3 µM | 360,000 compounds, 0.48% hits | AID 602248; in the data active = activation above about 15%;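 also: untransfected CHO-K1 host cells lacking M1 receptor as counterscreen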
# CHRM4 antagonist – antagonists of human muscarinic M4 receptor (CHRM4); CHO-hM4 cells, ACh EC80, Fluo-8 calcium fluorescence; inhibition, % at 3 µM; 360,000 compounds, 0.73% hits; AID 624125;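 active = inhibition above its plate's cutoff, the mean inhibition of sample wells plus 3 SD, cut at about 27% in these data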;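 also: 0% = acetylcholine EC80 with DMSO and 100% = DMSO without agonist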
# CHRM4 PAM – positive allosteric modulators of human muscarinic M4 receptor | P08173 | CHO-K1 hM4/Gqi5, Fluo-8 calcium fluorescence, ACh EC20; 0% = ACh EC20, 100% = maximal ACh | 360,000 compounds, 0.4% hits | activation, % at 3 µM;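 active = activation above its plate's cutoff, the mean activation of sample wells plus 3 SD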; also: some results filed as inactive read as strong as hits
# CHO-K1 Ca antag – M1 antagonist counterscreen hit in parental CHO-K1 cells | ATP-induced calcium, Fluo-8 fluorescence | inhibition, % at 3 µM | 360,000 compounds, 0.6% hits;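 active = inhibition above a per-plate cutoff, the plate's mean sample inhibition plus 3 SD, cut at about 24% in these data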;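 also: 0% = DMSO plus EC80 ATP and 100% = DMSO alone without ATP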
# CHRM5 PAM – potentiates acetylcholine response at human M5 receptor | P08912 | CHO-K1 hM5, Fluo-8 calcium, ACh EC20 PAM; 0% = ACh EC20, 100% = ACh EC100 | activation, % at 3 µM | 360,000 compounds, 0.3% hits | AID 624038;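 active = activation above the run cutoff, the mean activation of all test compounds plus 3 SD, cut at about 18% in these data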
# Target sequence (P08912 whole entry, looked up): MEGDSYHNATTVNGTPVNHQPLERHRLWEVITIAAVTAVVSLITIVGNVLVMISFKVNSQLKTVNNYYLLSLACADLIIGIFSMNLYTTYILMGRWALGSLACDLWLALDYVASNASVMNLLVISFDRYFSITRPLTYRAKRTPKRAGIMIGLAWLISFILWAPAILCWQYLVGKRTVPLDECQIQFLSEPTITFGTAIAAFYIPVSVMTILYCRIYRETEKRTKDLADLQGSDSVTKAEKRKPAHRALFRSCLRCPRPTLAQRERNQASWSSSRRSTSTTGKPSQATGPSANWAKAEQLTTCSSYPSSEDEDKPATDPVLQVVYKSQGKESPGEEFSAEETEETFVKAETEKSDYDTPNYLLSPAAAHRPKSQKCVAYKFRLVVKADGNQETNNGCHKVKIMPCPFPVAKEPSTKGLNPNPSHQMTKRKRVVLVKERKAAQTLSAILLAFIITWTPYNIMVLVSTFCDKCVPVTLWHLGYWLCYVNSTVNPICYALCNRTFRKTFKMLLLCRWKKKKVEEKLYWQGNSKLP
#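 Assay system: CHO-K1 hM5 cells / Incubation: Fluo-8 loading 80 min at 37 °C plus 30 min room temperature / Technique: Fluo-8 calcium dye fluorescence, kinetic read / Repeats: single replicate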
# M5 antag – blocks acetylcholine activation of human M5 receptor; P08912; CHO-hM5 cells, Fluo-8 calcium fluorescence, ACh EC80; inhibition, % at 3 µM; 360,000 compounds, 0.59% hits; AID 624040;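 active = inhibition above a per-plate cutoff, the mean of that plate's test compounds plus 3 SD, cut at about 27% in these data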;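 also: 0% = acetylcholine EC80 with DMSO and 100% = DMSO without agonist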
# M5 ag – CHRM5 agonism in calcium assay; P08912; CHO-K1 hM5 cells, Fluo-8 calcium fluorescence; 0% DMSO wells, 100% maximal acetylcholine response; activation, % at 3 µM; 360,000 compounds, 0.19% hits; AID 624037;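 active = activation above the run's mean over test compounds plus 3 SD, cut at about 23% in these data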;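 also: signal is peak over basal fluorescence ratio across the kinetic read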
# CHO-K1 Ca PAM – nonselective activator or artifact in parental CHO-K1 calcium assay; AID 602247; activation, % at 3 µM; ATP EC20, Fluo-8 calcium fluorescence; 0% at ATP EC20, 100% at ATP max; 360,000 compounds, 0.02% hits;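 active = activation above the run cutoff, the mean activation of all test compounds plus 3 SD, cut at about 40% in these data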;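 also: peak over basal fluorescence ratio in a 140 s read after ATP addition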
# The depositor's hits bear a star. This is a random part of the collection (roughly 2.7% active in at least one column).
SMILES,CHRM4 agonist,CHO-K1 Ca ag,CHRM4 antagonist,CHRM4 PAM,CHO-K1 Ca antag,CHRM5 PAM,M5 antag,M5 ag,CHO-K1 Ca PAM
O=C(Nc1ccc(F)c(Cl)c1)c1cc(C2CCCN(S(=O)(=O)c3cccs3)C2)on1 (configuration not stated),7,2.4,-10,-3,-4,-5,0,0,13
CN(C)c1oc(-c2ccc(OCc3ccc(Cl)cc3)cc2)nc1C#N,1,1.1,-7,0,-14,-3,4,-3,24
CC(C)(C)NC(=O)CN(C(=O)CCC(=O)Nc1nccs1)c1cccc(C(F)(F)F)c1,2,2.0,-21,6,-2,5,-21,4,5
CCCCn1c(N)c(N(CC(C)C)C(=O)c2cccc(S(=O)(=O)N3CCCCC3)c2)c(=O)[nH]c1=O,0,-0.2,5,22*,10,-3,8,0,-13
c1csc(CNCc2ccncc2)c1,0,3.1,6,1,-10,2,11,-1,18
Cc1cccc(C)c1NC1=NC(=S)N(c2ccc(N(C)C)cc2)C1(C)C,1,0.7,4,6,-11,5,-6,-1,21
CC(Oc1cc(C(F)(F)F)cc(C(F)(F)F)c1)C(=O)NC(N)=O (configuration not stated),-1,0.1,5,3,-7,9,-1,-7,17
O=C(CSCC(=O)N1CCOCC1)Nc1nc(-c2ccc3c(c2)OCO3)cs1,14,3.4,-16,0,7,-11,1,3,-12
Cc1nnc(SCC(=O)Nc2cc(Cl)ccc2Cl)n1CC1CCCO1 (configuration not stated),0,2.1,6,1,-12,-2,20,0,8
C=CCNc1nc2ccccc2nc1NS(=O)(=O)c1ccc(OC)cc1,2,2.3,-3,0,-15,0,0,1,0
Cc1ccc2oc3nc(C)c(C(=O)Nc4cccc(C(F)(F)F)c4)cc3c(=O)c2c1,0,0.4,2,2,-6,-1,1,1,20
COC(=O)NCC(c1ccco1)N1CCN(c2ccccc2)CC1 (configuration not stated),0,0.6,-15,-4,-19,2,-5,2,14
CCCCCCN1C[C@H](O)[C@@H](n2cc(C3CC3)nn2)C[C@@H]1c1ccccc1,0,-0.1,-1,1,9,3,0,0,-2
CN(C)c1ccc(S(=O)(=O)N2CCCCC2)cc1NC(=O)CCNC(=O)c1ccccc1Cl,2,0.5,-3,6,-15,0,5,1,21
CCCc1cc(C(N)=O)c(NC(=O)C2CCCO2)s1 (configuration not stated),1,0.1,-1,2,-29,-7,6,0,-11
CC(C)(C)c1ccc(C(=O)Nc2nnc(C3=COCCO3)o2)cc1,1,0.8,-3,1,-3,1,7,-6,16
COc1ccc(CC(=O)Nc2ccc(-c3ccc4nnc(C)n4n3)cc2)cc1OC,2,0.3,21,0,-10,-6,7,1,6
O=C(O)Cn1nnc(COc2ccccc2)n1,1,0.9,-6,0,-19,4,0,1,9
O=C1CCC(CCC(=O)N2CCCC(C(=O)c3ccc4c5c(cccc35)CC4)C2)=NN1 (configuration not stated),6,0.6,4,2,14,-4,3,-1,-13
CC1(C)C2CCC1(CS(=O)(=O)N1CCC(C(N)=O)CC1)C(=O)C2 (configuration not stated),1,0.4,-9,7,-3,-6,0,-4,5
COc1ccc(-n2c(Cc3cccn3C)nnc2SCC(=O)N2CCC(C)CC2)cc1,2,0.2,-15,6,3,0,3,0,4
CC1CC2(CCCCC2)Nc2ccc3ccccc3c21 (configuration not stated),0,0.1,4,-7,-12,-1,-3,-1,5
CN(c1ccc(C(=O)N2CCN(Cc3ccc4c(c3)OCO4)CC2)cc1)S(=O)(=O)c1ccccc1,9,8.6,0,-13,-1,-15,7,-4,13
O=C(NCCc1c[nH]c2ccccc12)c1ccco1,1,0.1,-2,2,-3,-3,13,-2,0
CCOC(=O)C1CCCN(c2c(NCCc3ccc(Cl)cc3)c(=O)c2=O)C1 (configuration not stated),1,1.0,4,9,-16,5,6,0,18
Cc1ccc2c(c1)CCCN2C(=O)c1cccs1,-1,4.1,9,5,-7,3,3,-3,6
COC(=O)[C@]1(C)N[C@H](CN(C)C(=O)c2ccc(C)cc2)[C@@H]2C(=O)N(C)C(=O)[C@@H]21,0,0.1,-23,10,1,-1,-4,1,-9
Cc1cccc(NCc2ccc(N(C)C)cc2)n1,0,0.2,-5,-2,1,-4,8,-4,9
Cc1ccccc1OS(=O)(=O)c1cccc([N+](=O)[O-])c1,-1,-0.2,-17,6,-15,-9,3,-3,11
Cc1ccc(CC(C)(O)CC(C)(O)Cc2ccc(C)cc2)cc1 (configuration not stated),-3,0.3,-7,0,-9,-2,2,-2,16

# Single entries from above:
# M5 ag result of COc1ccc(-n2c(Cc3cccn3C)nnc2SCC(=O)N2CCC(C)CC2)cc1 reads 0
# CHO-K1 Ca antag result of Cc1cccc(C)c1NC1=NC(=S)N(c2ccc(N(C)C)cc2)C1(C)C reads -11

# Following part
SMILES,CHRM4 agonist,CHO-K1 Ca ag,CHRM4 antagonist,CHRM4 PAM,CHO-K1 Ca antag,CHRM5 PAM,M5 antag,M5 ag,CHO-K1 Ca PAM
CC(C)N(C(=S)Nc1cccnc1)c1ccccc1,1,0.7,2,-3,-7,0,5,-1,11
CCOc1ccc(C(=O)O)cc1OC,0,-0.1,-1,0,-9,1,4,0,20
CCC(=O)NC(=S)NNC(=O)c1ccc(O)cc1,0,-0.4,-13,7,-8,3,0,0,-2
COc1ccc(Nc2cc(C)nc3nc(C)nn23)c(OC)c1,0,-0.6,-11,7,11,2,1,0,-4
CC1CCN(c2ccccc2NC(=S)NC(=O)C(C)(C)C)CC1,0,0.3,-7,3,-15,3,-3,0,23
COc1cccc(C(C(=O)NC2CCCC2)N(Cc2ccc(C)cc2)C(=O)c2ccco2)c1OC (configuration not stated),1,-0.6,10,15,10,28*,-4,-4,-3
CC1(c2nnnn2Cc2ccccc2)CCC(=O)N1CCCN1CCOCC1 (configuration not stated),0,0.6,5,3,-1,-7,16,-2,4
N/C(=N\OC(=O)C1CCCCC1)c1cccc(Br)c1,1,0.2,-4,0,7,0,1,-4,-6
CC(=O)c1c(C(=O)O)c2ccccc2[nH]c1=O,0,0.0,2,0,-4,2,0,-5,11
COc1ccccc1NC(=O)Cc1noc(CN(C)Cc2cccs2)n1,1,-0.1,-5,-1,10,-6,-2,-7,-4
O=C(Nc1ccc(N2CCN(C(=O)c3ccccc3)CC2)c(Cl)c1)c1ccco1,14,4.6,12,-9,-5,-11,4,6,14
CCC(Oc1ccccc1C)C(=O)N1CCCN(C)CC1 (configuration not stated),1,0.8,0,-5,-4,1,-20,-8,19
C=CC[C@@H](CC(=O)NCCO)C(=O)N[C@H](COC(=O)[C@H](CC=C)CC(=O)OC(C)(C)C)Cc1c[nH]c2ccccc12,5,0.6,-20,4,-12,6,-15,0,23
CC1(C)CC(=O)C2=C(C1)Nc1ccccc1NC2c1cccs1 (configuration not stated),0,0.3,12,-11,-1,5,-2,2,1
Oc1ccccc1CNc1cnc2ccccc2c1,12,12,0,6,-2,-14,14,5,7
CC(=O)Nc1sc(C)c(C)c1C(=O)OCC(=O)Nc1cc(S(=O)(=O)N2CCCCC2)ccc1Cl,0,0.0,0,9,7,0,1,0,-10
CCCC(CCC(=O)NC1CCCCC1)C(=O)O (configuration not stated),0,0.3,2,4,-8,-2,-4,0,12
C[N+](C)(C)CCCCCC[N+](C)(C)C,1,1.7,-8,-3,2,-1,-3,0,18
COc1ccc(-c2csc(NC(=O)CN3C(=O)NC4(CCCC4)C3=O)n2)cc1OC,3,0.0,-4,-6,2,-4,6,5,-3
Nc1ncnc2c1ncn2[C@@H]1O[C@H](C(=O)N2CCN(Cc3ccccn3)CC2)[C@@H](O)[C@H]1O,1,0.7,-8,1,-13,15,-4,2,11
COc1ccc(CCNC(=O)CCc2ccc(S(=O)(=O)NCC(C)C)cc2)cc1,1,1.6,-7,-5,-12,1,-5,1,30
Cc1nccn1S(=O)(=O)c1cc([N+](=O)[O-])ccc1Cl,0,-0.2,-4,8,2,10,-13,0,16
O=C1NC(Cc2ccccc2)c2nc3cc(F)ccc3c(=O)n2-c2ncccc21 (configuration not stated),2,0.4,-5,0,-12,-3,2,-1,11
CN(C)CCNC(=O)c1cccc(-c2cnc3c(NC=O)cc(-c4ccc(C(=O)N5CCOCC5)cc4)cn23)c1,0,0.2,-4,-2,-14,2,2,-3,4
CN(Cc1ccccc1)C(=O)c1[nH]c(C(F)(F)F)nc1-c1ccccc1,4,1.2,-9,-2,-16,0,-3,4,0
CN1CCN(C(=O)CC23CC4CC(CC(C4)C2)C3)CC1,0,0.3,0,-4,-4,4,5,-10,15
CCOC(=O)c1[nH]c2ccccc2c1NC(=O)NC1CCCCC1,0,0.6,7,4,-9,3,-1,-3,26
CC1CC(C(F)(F)F)n2ncnc2N1 (configuration not stated),1,1.0,5,8,-21,4,2,-2,19
Cc1occc1C(=O)NCc1nc(-c2ccccc2)no1,1,2.2,-4,9,0,4,5,-2,18
CC(C)c1ccc(C2C3=C(CC(C)(C)CC3=O)NC3=C2C(=O)c2ccccc23)cc1 (configuration not stated),11,2.7,14,-8,-15,-11,14,5,0

# Sorted by count of non-hydrogen atoms (high to low): some entries from above.
SMILES,CHRM4 agonist,CHO-K1 Ca ag,CHRM4 antagonist,CHRM4 PAM,CHO-K1 Ca antag,CHRM5 PAM,M5 antag,M5 ag,CHO-K1 Ca PAM
COc1ccc(-n2c(Cc3cccn3C)nnc2SCC(=O)N2CCC(C)CC2)cc1,2,0.2,-15,6,3,0,3,0,4
O=C(Nc1ccc(N2CCN(C(=O)c3ccccc3)CC2)c(Cl)c1)c1ccco1,14,4.6,12,-9,-5,-11,4,6,14
O=C(O)Cn1nnc(COc2ccccc2)n1,1,0.9,-6,0,-19,4,0,1,9

# Further results follow:
SMILES,CHRM4 agonist,CHO-K1 Ca ag,CHRM4 antagonist,CHRM4 PAM,CHO-K1 Ca antag,CHRM5 PAM,M5 antag,M5 ag,CHO-K1 Ca PAM
O=C(CNC(=O)c1cccc(OC(F)F)c1)OCn1nnc2ccccc2c1=O,1,1.1,2,-3,0,0,6,0,19
O=C(O)c1ccc(N/N=C/c2ccc3nccnc3c2)cc1,0,0.0,-20,5,-2,3,-6,3,8
Cc1ccc(N2C(=O)C(F)(F)C2c2ccccc2)cc1 (configuration not stated),-2,0.3,1,-7,-24,2,1,-10,26
CCN(C(=O)Cc1c(C(=O)O)[nH]c2ccccc12)c1cc(OC)ccc1OC,0,0.9,-4,3,-9,9,-1,3,21
O=C(Nc1cccnc1)c1ccccc1-c1nc(-c2ccccc2F)no1,6,2.3,-3,-3,5,-9,6,1,3
COc1cc(/C=C/c2ccc(O)cc2)cc(OC)c1,0,0.3,-3,3,1,3,-4,4,13
COc1cccc(N2CCN(C(=S)Nc3cccc(C)c3)CC2)c1,5,1.6,8,-13,14,-6,2,2,-9
CC(C)CNC(=O)COC(=O)C1c2ccccc2Oc2ccccc21,3,0.6,-25,-6,-5,-1,-2,-3,-9
CCc1ccc(C(=O)NNc2ccc(F)cc2F)cc1,1,0.3,-6,-10,-3,-4,-3,3,17
COc1ccc(C(=O)N2CCC(n3nccc3NC(=O)C3CC3)CC2)cc1F,1,1.2,2,3,0,4,5,-6,11
Nc1ccc2nc(SCc3cccc(F)c3)sc2c1,3,0.9,-6,1,-18,-6,3,2,29
COc1ccccc1CCC(=O)OCC(=O)NC1CCCC1,0,8.3,-1,-2,17,-3,2,-4,-26
CCOc1ccc(N(CC(=O)NCc2ccc3c(c2)OCO3)C(=O)c2csnn2)cc1,1,0.0,-1,-3,-11,0,4,-3,16

# Bioassay records from PubChem.
